Compound activity: PubChem, SRMLSC
SK-BR-3 tox 24h: SK-BR-3 proliferation inhibitors | SK-BR-3 viability, CellTiter-Glo ATP luminescence, 24 h; active compounds read low | AID 847 | 41,000 tested, 0.47% active | viability, % at 10 µM;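 active = viability at or below the median of all test compounds minus 3 SD, in both replicates if run twice, cut at about 45% in these data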;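 also: 100% = median untreated cell wells and 0% = median positive control drug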
The depositor's hits bear a star. A portion of the library; the hit share may differ from the screen's.

SMILES	SK-BR-3 tox 24h
CCCCNC(=O)Cn1c(-c2ccc(OC)cc2)noc1=O	145
CCOC(=O)C1=C(C)N(c2nonc2NC(C)=O)C(N)=C(C#N)C1c1ccccc1F (stereo unspecified)	87
CCOC(=O)c1ccc(N2C(=O)CC(Sc3nc(O)c(CC)c(=O)[nH]3)C2=O)cc1 (stereo unspecified)	87
O=C(N=c1nc2ccccn2s1)c1ccccc1	85
Oc1ccc(Cl)cc1CNCC1CCCO1 (stereo unspecified)	82
c1ccc(-c2nnc(CN3CCCc4ccccc43)o2)cc1	86
Cc1ccc(-n2c(CNc3ccc(F)cc3)nnc2SCC(=O)N2CCCC2)cc1	83
Cn1nnnc1SCCNCc1cccc2ccccc12	89
O=C1COc2ccccc2N1Cc1ccccc1Cl	130
CCOC(=O)C1CN(S(=O)(=O)c2ccc(C)cc2)CCN1S(=O)(=O)c1ccc(C)cc1 (stereo unspecified)	83
CCCOc1ccc(N2CC(C(=O)Nc3ccccn3)CC2=O)cc1 (stereo unspecified)	96
N#Cc1cc2c(nc1SCc1cccnc1)CCC2	86
NC(=O)c1cnn(Cc2ccc(Cl)cc2)c1N	91
Cc1cnc(NC(=O)CSc2nnc(-c3ccc(Cl)cc3Cl)n2N)s1	89
CC(=O)NCCSCCNC(C)=O	93
CN(C)c1ccc(C(=O)Nc2ccc(S(=O)(=O)NC3=NCCCCC3)cc2)cc1	80
COc1cc(S(=O)(=O)N2CCN=C2c2ccccc2)ccc1F	101
COC(=O)CSc1nc(N2CCOCC2)c2c(c1C#N)CC(C)(C)N(C)C2	84
O=C(Cn1c(=O)n(Cc2ccco2)c(=O)c2c3c(sc21)CCCC3)Nc1ccccc1	78
CC(NC(=O)Cc1cccs1)c1ccncc1 (stereo unspecified)	97

The final 14 compounds of the part before lead into the next.
SMILES	SK-BR-3 tox 24h
Cc1ccc(-n2c(CNc3ccc(F)cc3)nnc2SCC(=O)N2CCCC2)cc1	83
Cn1nnnc1SCCNCc1cccc2ccccc12	89
O=C1COc2ccccc2N1Cc1ccccc1Cl	130
CCOC(=O)C1CN(S(=O)(=O)c2ccc(C)cc2)CCN1S(=O)(=O)c1ccc(C)cc1 (stereo unspecified)	83
CCCOc1ccc(N2CC(C(=O)Nc3ccccn3)CC2=O)cc1 (stereo unspecified)	96
N#Cc1cc2c(nc1SCc1cccnc1)CCC2	86
NC(=O)c1cnn(Cc2ccc(Cl)cc2)c1N	91
Cc1cnc(NC(=O)CSc2nnc(-c3ccc(Cl)cc3Cl)n2N)s1	89
CC(=O)NCCSCCNC(C)=O	93
CN(C)c1ccc(C(=O)Nc2ccc(S(=O)(=O)NC3=NCCCCC3)cc2)cc1	80
COc1cc(S(=O)(=O)N2CCN=C2c2ccccc2)ccc1F	101
COC(=O)CSc1nc(N2CCOCC2)c2c(c1C#N)CC(C)(C)N(C)C2	84
O=C(Cn1c(=O)n(Cc2ccco2)c(=O)c2c3c(sc21)CCCC3)Nc1ccccc1	78
CC(NC(=O)Cc1cccs1)c1ccncc1 (stereo unspecified)	97
COc1ccc(CN(C(C)=O)c2cccc(C)c2C)cc1	97
O=C(O)C1C2C=CC(C2)C1C(=O)N1CCN(CCO)CC1 (stereo unspecified)	130
CC1CCN(c2oc(-c3cccc4ccccc34)nc2C#N)CC1	96
CN(C)c1ccc(-c2nnn(Cc3ccccc3Br)n2)cc1	66
COC(=O)COc1cccc(NC(=O)COc2ccccc2)c1	88
Cc1nc2c([nH]c3ccc(Br)cc32)s1	78
Cc1ccccc1-n1nc2c(c1NC(=O)c1cc3ccccc3oc1=O)CS(=O)C2 (stereo unspecified)	91
Cc1csc(NC(=O)c2c(O)c3c(n(CC(C)C)c2=O)CCCC3)n1	87
Cc1ccc(OCC(O)CN2CCN(CC(O)COc3ccc(C)cc3Cl)CC2)c(Cl)c1 (stereo unspecified)	85
Cc1csc(NC(=O)CSc2nnc(-c3cccs3)n2C)n1	123
COc1ccc(C2C(=O)c3ccccc3C2=O)c(OC)c1	81
CC(C)C(NC(=O)c1cccs1)C(=O)NC1=NCCS1 (stereo unspecified)	94
CCCCc1cc(=O)oc2cc(C)cc(OCC(=O)O)c12	84
CCn1c(C)nc2cc(S(=O)(=O)C(F)(F)C(F)C(F)(F)F)ccc21 (stereo unspecified)	91
CC1CCN(C(=O)c2cc3ccccc3o2)CC1	80
Cn1c(=O)[nH]c(=O)c2c1nc(N1CCOCC1)n2CC(O)COc1ccccc1 (stereo unspecified)	94
COCCCNc1oc(COc2ccc(Cl)cc2Cl)nc1C#N	126
O=S(=O)(NCC1CCCO1)c1cc(Br)c(Br)s1 (stereo unspecified)	81
COc1ccccc1NS(=O)(=O)c1ccc(NC(=O)c2nc3ncccn3n2)cc1	56
Nc1cccc(C(=O)O)c1	94
O=C(CC(NCCN1CCOCC1)C(=O)O)Nc1cccc(Cl)c1 (stereo unspecified)	64
N#CCCN(Cc1cccnc1)S(=O)(=O)c1ccc(S(=O)(=O)N2CCCCCC2)cc1	90
O=C(Nc1ccc2c(c1)OCO2)C1CCCN1C(=O)NCc1ccccc1 (stereo unspecified)	71
O=C1CC(NCc2ccccc2F)C(=O)N1c1ccccc1 (stereo unspecified)	39*
Cc1nc2nc(-c3ccccc3)cn2nc1C	98
O=C(CSc1ncn(-c2ccccc2)n1)Nc1ccc2c(c1)OCO2	106
N#CC1=C(N)OC2=C(C(=O)CCC2)[C@]12C(=O)N(CC(N)=O)c1ccccc12	97
NC(=O)C1CCCN(C(=O)Nc2cccc3ccccc23)C1 (stereo unspecified)	93
CN1CCN(c2nc3c(c(=O)n(C)c(=O)n3C)n2CC(N)=O)CC1	132
COc1ccccc1NC(=O)CN1C(=O)NC(C)(C)C1=O	95
CN(CCc1ccccn1)C(=O)Nc1ccc(F)cc1	100
CC12CCC(C(=O)N(CCC#N)CCC#N)(CC1=O)C2(C)C (stereo unspecified)	82
Fc1ccccc1CSc1nnc(-c2ccccc2)o1	92
CCN(CCNC(=O)C1CCCN(S(=O)(=O)CC)C1)c1ccccc1 (stereo unspecified)	68
CCCCN(C(=O)CCC(=O)O)C1CC(=O)N(c2ccc(OCCC)cc2)C1=O (stereo unspecified)	83
Cc1nc2ncnn2c(N2CCC(C(=O)NCC3CCCO3)CC2)c1Cc1ccccc1 (stereo unspecified)	88
CC1N(O)C(c2ccc(Cl)cc2Cl)N(O)C1(C)C (stereo unspecified)	82
CN=CC1=C(O)c2ccccc2C1=O	109
CC1CCCN(C(=O)c2ccncc2)C1 (stereo unspecified)	97
Cc1cc(NC(=O)CSc2nnc(C3COc4ccccc4O3)o2)no1 (stereo unspecified)	84
COc1ccc(/C(O)=C2/C(=O)C(=O)N(CCCC(=O)O)C2c2ccc(OC)cc2)cc1 (stereo unspecified)	92
O=c1[nH]cnc2cc(-c3ccccc3)sc12	102
COc1cccc(C(=O)Nc2ncc3c(n2)CC(C)CC3=O)c1 (stereo unspecified)	90
CCC1(CC)C(=O)NC(=O)NC1=NCCc1c[nH]c2ccccc12	98
COc1c(F)c(F)c(C(=O)Nc2ccccc2N2CCN(C(=O)C(C)C)CC2)c(F)c1F	87
c1ccc2[nH]c(SCCN3CCOCC3)nc2c1	96
c1ccc2[nH]c(CN3CCCCCC3)nc2c1	137
CN(C)C(=O)CSc1nnc(CCCCCNC(=O)OC(C)(C)C)o1	85
COc1ccc(S(=O)(=O)Nc2ccc(F)c(Cl)c2)cc1OC	96
COC(=O)[C@H](CCSC)NC(=O)NCCC1=CCCCC1	83
Cc1cc(C)c(C)c(OCC(=O)NCC2CCCO2)c1 (stereo unspecified)	91
O=C(NC(=O)c1cccc(OC(F)(F)C(F)F)c1)OC1CCS(=O)(=O)C1 (stereo unspecified)	104
CCc1ccc2oc(=O)cc(CN3CCCCC3C)c2c1 (stereo unspecified)	76
O=C(CCC(=O)CCN1CCCCC1)CCN1CCCCC1	94
N#CCSc1nnc(C2CCCCC2)n1Cc1ccccc1	54
COc1ccc(OC)c(C(=O)CSc2nnnn2C)c1	61
CCCSc1nc(N)c(C#N)c(-c2ccc(C)cc2)c1C#N	111
CCS(=O)(=O)NCCc1cc2ccc(C)cc2[nH]c1=O	96
Cn1c(SCC(=O)N2CCN(Cc3ccccc3)CC2)nnc1-c1ccncc1	113
C=CCNC(=O)CN1C2CCCC1CC(NC(=O)c1ccccc1C)C2 (stereo unspecified)	88

(continued)
SMILES	SK-BR-3 tox 24h
COc1ccc(S(=O)(=O)N2CCOCC2)cc1C(C)C	81
CC(=O)c1cccc(NS(=O)(=O)c2c(C)noc2C)c1	85
CCn1cnc2sc(C(=O)Nc3ccc4c(c3)OCO4)c(C)c2c1=O	82
COc1ccc(NC(=O)CS(=O)CC(=O)NC2CCCc3ccccc32)cc1 (stereo unspecified)	81
COc1cc(S(=O)(=O)N2CCN(c3ccc(F)cc3)CC2)ccc1Cl	81
O=C(Nc1nccs1)Oc1ccccc1	79
CCOC(=O)CN1C(=O)C(O)=C(C(C)=O)C1c1ccccc1 (stereo unspecified)	125
CC(C)(C)OCC(NC(=O)C(CC(N)=O)NC(=O)OC(C)(C)C)C(=O)OC(C)(C)C (stereo unspecified)	102
Cn1c(COc2ccccc2)nnc1SCc1nc2ccccc2[nH]1	84
CCc1cc(=O)oc2cc(OCC(=O)OC)c(Cl)cc12	102
COc1ccc(C2CC(C(F)(F)F)n3ncc(C(=O)NCc4cccnc4)c3N2)cc1OC (stereo unspecified)	60
CS(=O)(=O)N1CCc2cc(-c3csc(NC(=O)Cc4cccs4)n3)ccc21	97
Nc1n[nH]c(S(=O)(=O)CCCc2ccccc2)n1	109
CCC(=O)n1nc(NCc2ccc(OC)c(OC)c2)nc1NCc1ccc(OC)c(OC)c1	77
O=C(CSCCNS(=O)(=O)c1ccccc1)Nc1ccccc1	98
CC(C)c1nnc(NC(=O)c2c(O)c3cccc4c3n(c2=O)CCC4)s1	81
O=C(NCc1ccccc1)N[C@@H](Cc1ccccc1)C(=O)O	93
Cc1ccc(S(=O)(=O)N2C(=S)SCC2(C)C)cc1	88
COc1ccc(C2c3c(oc4ccccc4c3=O)C(=O)N2CC2CCCO2)cc1 (stereo unspecified)	87
CCc1cccc(C)c1NC(=O)C1CCCO1 (stereo unspecified)	70

Not a retest: an excerpt of the list.
SMILES	SK-BR-3 tox 24h
COc1ccc(S(=O)(=O)N2CCOCC2)cc1C(C)C	81
CC(=O)c1cccc(NS(=O)(=O)c2c(C)noc2C)c1	85
CCn1cnc2sc(C(=O)Nc3ccc4c(c3)OCO4)c(C)c2c1=O	82
COc1ccc(NC(=O)CS(=O)CC(=O)NC2CCCc3ccccc32)cc1 (stereo unspecified)	81
COc1cc(S(=O)(=O)N2CCN(c3ccc(F)cc3)CC2)ccc1Cl	81
O=C(Nc1nccs1)Oc1ccccc1	79

Going on with the list:
SMILES	SK-BR-3 tox 24h
COc1cc(C(=O)NCC(c2cccnc2)N2CCN(C)CC2)cc(OC)c1OC (stereo unspecified)	77
O=S1(=O)CC(N2CCOCC2)c2ccccc21 (stereo unspecified)	108
CCOC(=O)C1CCCN(CC(=O)Nc2c(C(=O)OC)[nH]c3ccccc23)C1 (stereo unspecified)	100
c1coc(CNc2nc3ccccc3n2CCN2CCOCC2)c1	92
CCOc1cc(C(=O)NCCN2CCOCC2)cc(OCC)c1OCC	82
CCOC(=O)C1CCN(C(C)=C2C(=O)c3ccccc3C2=O)CC1	89
C#CCN1C(=O)C(O)(CC(=O)c2cccc(OC)c2)c2ccccc21 (stereo unspecified)	84
COCCCNC(=O)CCS(=O)(=O)Cc1ccc(C)cc1	59
CCOC(=O)C1=C(CSc2nccn2C)NC(=O)NC1c1ccc2c(c1)OCO2 (stereo unspecified)	90
CCOC(=O)c1ccc(S(=O)(=O)N2CCN(S(=O)(=O)CC)CC2)cc1	95
CCc1ccc2[nH]c(=O)c(CN(Cc3ccc4c(c3)OCO4)C(=O)c3ccco3)cc2c1	116
Cc1cc2c(c(=O)o1)C1(C(=O)N(CC(=O)O)c3ccccc31)C(C#N)=C(N)O2 (stereo unspecified)	92
Cc1ccc(N(CC(=O)O)S(=O)(=O)c2cccc3nonc23)cc1	100
O=C(Nc1cccc(F)c1)c1cccc(S(=O)(=O)N2CCOCC2)c1	88
COC(=O)c1[nH]c2cc(OC)ccc2c1NC(=O)CN1CCC(C(N)=O)(N2CCCCC2)CC1	81
CCCCOc1ccc(C(=O)N2CCC(C)CC2)cc1	94
CCCCNC(=O)CCn1c(=O)c2ccccc2n(CC(=O)Nc2ccccc2OCC)c1=O	75
COc1ccc(Nc2nc(N)nc(C(F)(F)F)n2)c(OC)c1	92
Cc1ccccc1N1CCN(S(=O)(=O)c2ccc3oc(=O)ccc3c2)CC1	91
CCCc1nc2ccccc2c(=O)n1/N=C/c1ccc(O)cc1O	94
COc1ccc(NC(=O)Cc2nn(C)c(=O)c3ccccc23)c2ncccc12	87
COC(=O)CSc1nnc(-c2sc3cc(OC)ccc3c2Cl)n1C	87
N#Cc1c(N)n(CCOC(=O)c2cccc(Br)c2)c2nc3ccccc3nc12	72
CC(C)Oc1ccc(CNCC2(O)CCOC(C)(C)C2)cc1 (stereo unspecified)	90
Cc1nc(N)sc1-c1csc(Nc2ccc(Cl)cn2)n1	83
Cc1ccc(-n2c(=O)c3sccc3n(CC(=O)N3CCCC3)c2=O)cc1	77
O=C1CSC(c2ccccc2F)N1CCN1CCCCC1 (stereo unspecified)	91
COc1ccc2ncn(-c3ccccc3)c2c1	101
O=C(Nc1ccccn1)NC(C(F)(F)F)C(F)(F)F	85
CCc1nc(Nc2ccc3nccnc3c2)c2oc3ccccc3c2n1	67
O=C(CSc1nnc(-c2ccccc2)o1)N1CCN(c2ccccc2)CC1	80
CCOC(=O)CN1C(=O)NC2NC(=O)NC21 (stereo unspecified)	80
CCNC(=O)C1(c2ccccc2)CCCC1	78
O=C1NCCCC1C(=O)NCCN1C(=O)CCC1=O (stereo unspecified)	96
C=CCOC(=O)CCCC(=O)NC1CCCCC1	91
O=C1SC(c2ccccc2)=C/C1=C\N1CCCCC1	82
COc1ccccc1C(O)P(=O)(OC(C)C)c1ccc(N(C)C)cc1 (stereo unspecified)	95
COc1cccc(C2=CC(c3cccc(OC)c3OC(F)F)n3nnnc3N2)c1 (stereo unspecified)	57
C=CCN1C(=O)CSC1=Nc1cccc(O)c1	116
COc1ccccc1Oc1ccc(S(=O)(=O)N2CCOCC2)cc1S(=O)(=O)N1CCOCC1	91
